High-throughput results deposited in PubChem by several laboratories.
STAT1 inh: reduces IFN-gamma driven STAT1 reporter signal | NIH 3T3 STAT1-luciferase reporter, luminescence | hit rate 0.35% among 200,000 | inhibition, % at 5.5 µM | AID 920;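 active = inhibition above a set limit, the mean inhibition across all tested compounds plus 3 SD, cut at about 34% in these data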;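 note: 0% = IFN-gamma with DMSO and 100% = IFN-gamma with 300 µM nifuroxazide; values of inactives mirror those of a sister screen read the other way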
STAT1 activator: increases IFN-gamma driven STAT1 reporter signal; NIH 3T3 STAT1-luciferase reporter, luminescence; 100% = IFN-gamma alone, no compound; activation (% of control), % at 5.5 µM; hit rate 2.6% among 200,000; AID 932;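 active = activation above the screen-wide mean activation plus 3 SD, cut at about 130% in these data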;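 note: raw ratio to IFN-gamma control signal so 100% means no change and 0% no light; values of inactives mirror those of a sister screen read the other way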
TLR4-MyD88 BLA: TLR4-MyD88 interaction inhibition in cells; AID 861; HeLa CL3-4 TLR4/MyD88 BLA complementation, FRET ratio; O00206+Q99836; inhibition, % at 8.4 µM; hit rate 0.18% among 200,000; in the data active = inhibition above about 25%;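 note: 0% = vehicle and 100% = reference inhibitor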
Target sequence (O00206 whole entry, looked up): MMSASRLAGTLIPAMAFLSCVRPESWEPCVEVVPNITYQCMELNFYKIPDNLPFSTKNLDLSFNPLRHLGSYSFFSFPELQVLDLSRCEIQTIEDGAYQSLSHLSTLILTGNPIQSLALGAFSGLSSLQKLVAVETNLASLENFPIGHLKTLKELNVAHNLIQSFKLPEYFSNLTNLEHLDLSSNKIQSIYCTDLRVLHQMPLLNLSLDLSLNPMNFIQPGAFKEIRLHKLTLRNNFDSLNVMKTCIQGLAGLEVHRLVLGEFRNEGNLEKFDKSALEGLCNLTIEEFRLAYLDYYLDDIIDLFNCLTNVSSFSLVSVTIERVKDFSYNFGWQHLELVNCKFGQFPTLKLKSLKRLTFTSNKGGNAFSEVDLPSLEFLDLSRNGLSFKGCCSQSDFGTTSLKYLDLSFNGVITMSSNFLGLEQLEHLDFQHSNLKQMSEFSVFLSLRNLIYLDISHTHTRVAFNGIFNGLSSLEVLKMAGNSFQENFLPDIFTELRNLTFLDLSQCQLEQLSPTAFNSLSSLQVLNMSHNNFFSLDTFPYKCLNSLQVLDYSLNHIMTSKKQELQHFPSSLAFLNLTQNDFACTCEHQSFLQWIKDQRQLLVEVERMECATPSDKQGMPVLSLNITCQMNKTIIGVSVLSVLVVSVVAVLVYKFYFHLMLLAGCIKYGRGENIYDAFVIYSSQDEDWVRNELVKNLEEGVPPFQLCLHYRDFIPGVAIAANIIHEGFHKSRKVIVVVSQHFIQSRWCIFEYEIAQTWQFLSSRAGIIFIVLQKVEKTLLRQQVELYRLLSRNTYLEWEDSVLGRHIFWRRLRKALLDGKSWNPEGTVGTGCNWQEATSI
Target sequence (Q99836 whole entry, looked up): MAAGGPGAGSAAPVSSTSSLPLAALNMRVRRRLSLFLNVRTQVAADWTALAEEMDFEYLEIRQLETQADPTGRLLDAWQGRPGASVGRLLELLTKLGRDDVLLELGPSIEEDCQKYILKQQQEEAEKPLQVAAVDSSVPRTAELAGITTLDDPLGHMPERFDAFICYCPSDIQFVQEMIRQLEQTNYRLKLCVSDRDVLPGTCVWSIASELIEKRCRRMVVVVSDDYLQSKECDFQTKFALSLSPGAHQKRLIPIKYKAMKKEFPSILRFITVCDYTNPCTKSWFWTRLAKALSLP
STAT3 activator: STAT3 signaling activation. hit rate 0.91% among 190,000. activation (% of control), % at 5.6 µM. U3A cells, IL-6 STAT3-luciferase reporter, luminescence; 100% = signal with IL-6 EC80 alone;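 active = activation above the screen-wide mean of compound activation plus 3 SD, cut at about 130% in these data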;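 note: 0% = background luminescence of wells with medium and substrate only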
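System – human U3A cells carrying STAT3-luciferase construct · Probe or stimulus – Interleukin-6, 33 ng/mL · Schedule – compound 1 h, then IL-6 6 h at 37 °C · Signal – luminescence from STAT3-driven luciferase reporter · Evaluation – percent of IL-6-only median luminescence · Benchmarks – IL-6-only high control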
STAT3 blocker: STAT3 signaling inhibition; inhibition, % at 5.5 µM; hit rate 0.89% among 190,000; U3A cells, IL-6 STAT3-luciferase reporter, luminescence; host cell line lacks STAT1;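 active = inhibition above the mean inhibition across all screened compounds plus 3 SD, cut at about 44% in these data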;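 note: 0% = DMSO only wells and 100% = 100 µM nifuroxazide control wells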
APP 5'UTR act: APP 5'UTR luciferase reporter activation | hit rate 1% among 190,000 | SH-SY5Y APP 5'UTR luciferase reporter, luminescence; zero percent = DMSO vehicle wells | activation, % at 2 µM;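 active = activation above a set limit, based on mean plus 3 SD of controls, cut at about 140% in these data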; note: values of inactives mirror those of a sister screen read the other way
NF-kB expr up: compounds increasing NF-kB expression in human neuronal cells; fold change at 12.5 µM; NF-kB reporter expression; hits give high values; hit rate 1.6% among 190,000; in the data active = fold change above about 3.3
Redox H2O2 prof: compounds producing H2O2 with reducing agent – biochemical, NIH compound library profiling, artefact control for MLSCN library redox annotation, primary screen; DTT-dependent redox cycling H2O2, phenol red/HRP absorbance; 100% = 100 µM peroxide control, 0% = buffer; activation, % at 10 µM; hit rate 0.03% among 200,000;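 active = activation of at least 50% relative to the plate's high and low controls in the primary single-dose screen; inactive = activation below 50%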;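 note: compound incubated with DTT at 0.8 mM final as the reducing agent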
Hsp70 act: Hsp70 transcriptional activation, primary screen | HeLa Hsp70 promoter luciferase reporter, luminescence; scaled: vehicle 0, proteasome-inhibitor control 100% | activation, % at 10 µM | hit rate 0.04% among 200,000 | AID 1203;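 active = activation above the mean across all tested compounds plus 3 SD, cutoff set per campaign, cut at about 5.5% in these data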;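 note: 100% = MG132 at 30 µM as the positive control and 0% = DMSO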
HMGR II inh: inhibitors of class II HMG-CoA reductase from Enterococcus faecalis. purified E. faecalis HMGR, NADPH absorbance 340 nm kinetic. inhibition, % at 10 µM. hit rate 0.41% among 190,000. AID 1066;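 active = inhibition above a set limit, the median over all tested compounds plus 3 SD, cut at about 9.5% in these data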;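 note: enzyme runs in reverse so mevalonate oxidation gives rising NADPH absorbance; 0% = complete reaction with DMSO and 100% = background rate lacking mevalonate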
An asterisk follows results filed as active; x = no result given.

SMILES	STAT1 inh	STAT1 activator	TLR4-MyD88 BLA	STAT3 activator	STAT3 blocker	APP 5'UTR act	NF-kB expr up	Redox H2O2 prof	Hsp70 act	HMGR II inh
O=C(CSc1nc2scc(-c3ccccc3)c2c(=O)[nH]1)N1CCCCC1	-5	105	-10	72	39	11	1.1	-0.8	-0.4	-4
COc1ccc(/C=N/OC(=O)Nc2ccccc2)cc1[N+](=O)[O-]	-16	114	-1	108	-8	20	1.8	0.0	-0.2	1
CCN1CCN(Cc2nc3c(c(=O)n(C)c(=O)n3C)n2CC(=O)c2ccccc2)CC1	12	89	-9	102	3	10	2.2	-0.7	0.0	1
N=C1C(c2nc3ccccc3c(=O)[nH]2)=C(O)CN1c1ccccc1	-9	108	3	87	14	2	1.6	2.7	-0.2	-4
CC1(C)COC(c2cccn2Cc2ccc(F)cc2Cl)=N1	-8	107	8	97	7	-3	1.1	-5.2	0.1	0
CC(O)C(=O)N/N=C/c1cccc(Cl)c1Cl (configuration not stated)	-5	104	-11	95	10	3	1.4	-5.2	-0.1	2
O=C(/C=C/c1ccccc1)N1CCN(CCN2C(=O)c3cccc4cccc(c34)C2=O)CC1	10	91	6	85	18	-4	0.68	-0.4	-0.4	-4
Cc1ccc(C)c(NC(=S)N(CCc2ccncc2)C(C)C)c1	2	97	3	103	1	0	1.3	5.1	0.2	-1
CCNS(=O)(=O)c1ccc(S(=O)(=O)N(Cc2ccccn2)C2CCCCC2)cc1	11	90	2	90	15	-6	1.4	-0.6	0.1	-5
COc1ccc(N(CC(=O)NCc2ccccc2C)S(=O)(=O)c2ccccc2[N+](=O)[O-])c(OC)c1	9	92	7	96	5	-10	0.72	-0.3	0.0	3
CCOc1ccc(OCC(=O)Nc2ccccc2C(F)(F)F)cc1	-15	110	7	95	11	6	1.2	0.1	0.4	-2
COCCCN(C(=S)Nc1cc(Cl)cc(Cl)c1)C(C)c1ccncc1 (configuration not stated)	8	93	11	94	8	0	1	0.3	-0.2	-1
O=C(c1cccc(Br)c1)N1CCN(c2cnn(-c3ccccc3)c(=O)c2Cl)CC1	5	93	10	93	14	4	1.1	-1.1	-0.2	-6
Cc1ccc(Cn2cccc2/C=C2/C(=N)N3C=CSC3=NC2=O)cc1	12	89	1	94	6	-8	1.3	-0.7	-0.2	-1
Cc1nn2c(-c3ccccc3)ccnc2c1-c1ccccc1	-25	123	-7	94	6	46	2.1	0.0	-0.1	0
COCCn1c(=O)[nH]c2cc(C(=O)Nc3cccc(F)c3)ccc2c1=O	-18	114	-11	98	4	20	1	-0.4	0.1	-8
C#CC[N+]1(CC#Cc2ccc(C)cc2)CCCCC1	-7	106	0	90	15	-1	0.73	-0.1	-0.4	-3
Cn1ccnc1SCC(=O)c1ccc(Cl)cc1	-28	124	4	97	9	18	1.7	-1.0	-0.3	-6
O=C1N=C(N2CCN(c3ccccc3)CC2)S/C1=C\c1ccco1	-5	105	-2	102	0	-2	1.2	-0.3	-0.3	-6
Fc1ccccc1NC(=S)N1CCN(Cc2ccccc2)CC1	-2	102	-10	97	6	-7	0.97	-0.1	-0.3	-3
CC1CC(C)CN(c2oc(-c3ccco3)nc2C#N)C1 (configuration not stated)	0	100	-12	94	11	14	1.2	1.9	0.0	-6
O=S(=O)(c1ccc(Br)s1)N1CCN(Cc2ccc3c(c2)OCO3)CC1	2	99	1	110	-8	0	1.2	0.4	0.4	-8
CN1CCc2c(sc3c2C(=O)NC(c2ccccn2)N3)C1 (configuration not stated)	-4	104	10	103	0	8	1	-3.1	0.2	-2
NC(=O)CSc1nc2scc(-c3ccco3)c2c(=O)n1-c1ccccc1	-8	107	-6	100	2	-4	1	-0.3	0.1	-2
O=C(c1ccco1)N1CCN(C(c2ccccc2F)c2nnnn2CC2CCCO2)CC1 (configuration not stated)	-1	101	5	99	3	14	1.2	0.7	-0.3	0
O=C(NCCc1cccc(Cl)c1)c1ccc(Cl)c([N+](=O)[O-])c1	-3	103	9	97	3	-2	1.8	0.3	-0.1	2
Cc1ccc(C)c(Cn2nnc3c(=O)[nH]c(C(=O)NCc4ccco4)nc32)c1	-5	105	-7	107	-2	4	0.97	-0.5	-0.4	-1
O=C(Nn1c(SCc2ccc(F)cc2)nc2ccsc2c1=O)c1ccccc1	-7	106	-11	117	-20	5	1	-0.1	-0.1	-4
Cc1cc(C)cc(N(C(C)C(=O)NC2CCCC2)S(C)(=O)=O)c1 (configuration not stated)	-6	106	-9	104	2	11	1	0.1	0.0	2
Cn1c(=O)n(-c2ccc(Cl)cc2)c(=O)c2c3c(sc21)COC(C)(C)C3	10	91	-4	94	10	22	1	-7.7	-0.6	-5
COc1ccc(-n2cc(CNCCc3ncc(C)[nH]3)c(-c3ccccc3Cl)n2)cc1	-1	100	-2	101	2	12	1.1	-1.1	-0.1	-7
CC(C)c1ccc(NC(=O)CCNS(=O)(=O)c2cccc3nsnc23)cc1	5	100	4	99	2	x	0.82	0.1	-0.2	-6
COCC(C)N=C1NN=C(c2cccs2)C(CC(=O)O)S1 (configuration not stated)	-2	100	-2	94	14	-17	1.1	-0.7	-0.1	-8
CCCc1cc(N2CCCC(C(=O)NCC)C2)n2ncnc2n1 (configuration not stated)	2	98	4	101	2	15	1.1	1.3	-0.1	-1
CCN(Cc1ccccc1)C(c1ccc(C)cc1)c1nnnn1C(C)(C)CC (configuration not stated)	7	94	2	104	-4	21	1.3	-4.7	-0.2	-5
Cn1c(=O)n(C)c2cc(/C=C(/C#N)C(=O)NCc3ccco3)ccc21	2	97	17	89	17	15	1.1	0.1	-0.2	-1
COC(=O)C1=CN(Cc2ccc(OC)c(OC)c2)C=C(C(=O)OC)C1c1cccs1	59*	45	-19	106	0	8	0.73	0.7	-0.2	-3
COc1ccccc1OCCNC(=O)c1cccs1	-13	112	1	104	0	-5	1.5	-2.7	0.2	-3
COC(=O)C1CCN(C(=O)NC(C)(C)C)CC1	5	95	0	104	-1	6	1.3	-1.2	0.0	-9
COn1c(=O)c(=O)n(O)c2ccccc21	5	96	18	109	-10	-3	1	-5.7	-0.4	-2
FCCCOc1ccc(-c2ccnc3ncnn23)cc1	-8	106	-22	89	22	-2	1.1	-1.0	-0.1	-8
CC(C)NC(=O)[C@H](CSCc1ccccc1)N1Cc2ccccc2C1=O	3	98	-6	101	-2	-2	1	1.1	-0.1	6
Cc1ccc2nc(NC(=O)C3CCN(S(=O)(=O)c4cc([N+](=O)[O-])ccc4Cl)CC3)sc2c1	3	97	2	76	29	-9	1.1	-0.4	-0.4	-4
COC(=O)Cc1cc(=O)oc2cc(O)ccc12	-5	103	2	103	-2	-1	0.97	-0.1	-0.3	-9
O=C(COc1ncnc2ccccc12)NCCC1=CCCCC1	-3	104	-7	102	2	-10	1	-1.9	-0.1	0
C#CC(CC)(CC)NC(=O)NC1CCCCC1	-1	100	6	103	8	9	1.1	0.8	-0.1	1
COc1cccc(CNC(=O)c2cc3ccccn3n2)c1	-8	107	20	100	5	13	1.3	-2.0	-0.4	-6
COc1ccc(/C(O)=C2\C(=O)C(=O)N(c3cc(C)on3)C2c2ccccc2OC)cc1C (configuration not stated)	7	95	13	98	7	-10	0.99	-2.5	-0.1	-4
Cc1cccc2cc(C#N)c(NCCNC(=O)NC3CCCCC3)nc12	7	93	25*	80	27	-8	1.1	-0.4	-0.6	2
CC(C)(C)C(=O)Nc1nc(=S)ss1	7	94	-15	97	10	x	0.73	0.1	0.1	-1
O=S(=O)(c1ccc(N2CCCC2)nc1)N1CCOCC1	5	96	8	93	13	14	1	-0.1	-0.1	-1
CCNC(=O)CC1C(=O)N(c2ccccc2)C(=O)N1CCC(C)C (configuration not stated)	-2	101	13	102	1	15	1.1	0.6	-0.1	-1
Cc1ccc(NC(=O)C2CCN(C(=O)NC3CCCCC3)CC2)c(C)c1	1	96	-6	100	3	12	0.92	0.0	-0.2	2
COc1ccccc1NC(=S)NC12CN3CN(CN(C3)C1)C2	6	94	0	108	-7	4	0.98	-0.1	-0.3	-4
O=C(CSCc1ccc(Cl)cc1)NN=C1CCCC1	-1	101	4	107	-10	0	1.1	-0.9	-0.2	3
Cc1ccc(NC(=O)COC(=O)CNC(=O)c2ccc3ccccc3c2)c([N+](=O)[O-])c1	0	100	7	101	1	22	1.1	-0.5	-0.5	1

Structures listed so far with a Cl atom, in the order listed:
SMILES	STAT1 inh	STAT1 activator	TLR4-MyD88 BLA	STAT3 activator	STAT3 blocker	APP 5'UTR act	NF-kB expr up	Redox H2O2 prof	Hsp70 act	HMGR II inh
CC1(C)COC(c2cccn2Cc2ccc(F)cc2Cl)=N1	-8	107	8	97	7	-3	1.1	-5.2	0.1	0
CC(O)C(=O)N/N=C/c1cccc(Cl)c1Cl (configuration not stated)	-5	104	-11	95	10	3	1.4	-5.2	-0.1	2
COCCCN(C(=S)Nc1cc(Cl)cc(Cl)c1)C(C)c1ccncc1 (configuration not stated)	8	93	11	94	8	0	1	0.3	-0.2	-1
O=C(c1cccc(Br)c1)N1CCN(c2cnn(-c3ccccc3)c(=O)c2Cl)CC1	5	93	10	93	14	4	1.1	-1.1	-0.2	-6
Cn1ccnc1SCC(=O)c1ccc(Cl)cc1	-28	124	4	97	9	18	1.7	-1.0	-0.3	-6
O=C(NCCc1cccc(Cl)c1)c1ccc(Cl)c([N+](=O)[O-])c1	-3	103	9	97	3	-2	1.8	0.3	-0.1	2
Cn1c(=O)n(-c2ccc(Cl)cc2)c(=O)c2c3c(sc21)COC(C)(C)C3	10	91	-4	94	10	22	1	-7.7	-0.6	-5
COc1ccc(-n2cc(CNCCc3ncc(C)[nH]3)c(-c3ccccc3Cl)n2)cc1	-1	100	-2	101	2	12	1.1	-1.1	-0.1	-7
Cc1ccc2nc(NC(=O)C3CCN(S(=O)(=O)c4cc([N+](=O)[O-])ccc4Cl)CC3)sc2c1	3	97	2	76	29	-9	1.1	-0.4	-0.4	-4
O=C(CSCc1ccc(Cl)cc1)NN=C1CCCC1	-1	101	4	107	-10	0	1.1	-0.9	-0.2	3
